# From PubChem BioAssay
# SRC1 TRFRET art: TR-FRET artefact, counter-screen to PPARgamma/SRC-1 agonist assay; TR-FRET detection artefact counter-screen, emission ratio; hits give high values; TR-FRET ratio at 8 µM; 0.34% of 99,000 active; in the data active = TR-FRET ratio above about 2300; note: inactives centre near 1800; reference of the scale not given here
# SRC3 TRFRET art: TR-FRET artefact, counter-screen to PPARgamma/SRC-3 agonist assay | PPARgamma/SRC-3 format; hits give high values | TR-FRET ratio at 8 µM | 0.39% of 99,000 active | AID 1048; in the data active = TR-FRET ratio above about 2000; note: inactives centre near 1600; reference of the scale not given here
# * = called active by the depositor. Only part of the results is shown; rates above refer to the full screens.
SMILES,SRC1 TRFRET art,SRC3 TRFRET art
CCOC(=O)C1=C(C)N(c2ccccc2)C(=O)/C1=C\c1cccs1,1686,1589
CCOC(=O)C1(Cc2ccccc2)CCN(Cc2csc(C(C)=O)c2)CC1,1720,1564
O=C(O)CNC(=S)N(Cc1ccccc1Cl)C1CCCC1,1896,1397
O=C(CSc1ccc(F)cc1)NC(=O)NCc1ccccc1,1902,1410
Cc1ccc(S(=O)(=O)Oc2ccc(/C=N/NC(=O)c3cccnc3)cc2)cc1,1522,1442
O=C(CN1CCc2ccccc2C1)Nc1cccc(S(=O)(=O)N2CCCC2)c1,1810,1412
O=C(CSc1ccc2ccccc2n1)NCc1ccc2c(c1)OCO2,1702,1568
CCCCNC(=O)C1c2cc(OC)c(OC)cc2C(=O)N(C)C1c1cccs1 (centres undefined),1578,1494
O=C(CN1CCCCC1)NCCNc1ccc(C(F)(F)F)cc1[N+](=O)[O-],1788,1554
Cc1ccc(NCC(=O)Nc2ccc(Br)cc2)cc1F,1749,1521
O=C(Cn1nnc(-c2ccccc2NC(=O)c2ccccc2F)n1)NC1CCCC1,1911,1418
Cn1cc2cc([N+](=O)[O-])ccc2n1,2085,1763
N/C(=N\NC(=O)c1ccc(F)cc1)c1cc2ccccc2oc1=O,1718,1451
Cn1cccc1Cc1nnc(SCC(=O)Nc2nccs2)n1CCc1ccccc1,1796,1682
O=C(O)CCC(=O)N1N=C(c2c(-c3ccccc3)c3cc(Cl)ccc3[nH]c2=O)CC1c1ccccc1 (centres undefined),1805,1555
COc1ccc(C2CC(=O)C=C(NNS(=O)(=O)c3ccc(C)cc3)C2)cc1 (centres undefined),1920,1506
CCC(C)(NC(=O)c1ccccc1)C(=O)O (centres undefined),1736,1635
CN1CCS/C1=C\C=C1/SC(=S)N(CC(=O)O)C1=O,2228,1783
C/C=C(\C)C(=O)NCCN1C2=NC[C@H](Cc3ccc(O)cc3)N2C[C@H]1Cc1ccc(O)cc1,1798,1748
CCOC(=O)c1cc(C(C)(C)C)oc1CN,1706,1384
Cc1cccc(CN2CCN(Cc3ccc4nonc4c3)CC2CCO)n1 (centres undefined),1693,1550
CCN1C(C)=C(C)S/C1=C1\SC(=S)N(C2CCCCC2)C1=O,1600,1504
CCOc1ccc(-c2cc(C(=O)OC)[nH]n2)cc1,1673,1424
Cc1ccc(S(=O)(=O)N2CCOCC2)cc1C(=O)c1nccn1C,1708,1562
CCCCc1ccc(NC(=O)COc2ccc(C(=O)Nc3ccccc3C)cc2)cc1,1575,1629

# Following part
SMILES,SRC1 TRFRET art,SRC3 TRFRET art
CCOC(=O)c1c(C)c(C(=O)NCc2ccco2)c(C)n1CC,1857,1611
CCC(C)Sc1nc2c(c(=O)[nH]1)C(c1cccs1)C1=C(CCCC1=O)N2 (centres undefined),1753,1394
Brc1ccc2ncc(Br)cc2c1,1830,1650
C=C(C)CNC(=S)N/N=C/c1ccc(N2CCOCC2)cc1,1964,1718
Cc1ccccc1Nc1nc(N)nc(CSc2nncn2C)n1,2030,1673
O=C(COC(=O)c1ccc(S(=O)(=O)N2CCc3ccccc3C2)cc1)NC1CCS(=O)(=O)C1 (centres undefined),1735,1190
O=C(O)CCC(=O)N1N=C(c2ccccc2)CC1c1ccc2nccnc2c1 (centres undefined),1755,1401
CCc1nnc(NC(=O)CSc2ccc(-c3ccc(F)cc3)nn2)s1,1723,1616
COC(=O)c1ccc(-c2nc(O)c(C)s2)cc1,1734,1657
O=C(NNc1nc2c(F)cccc2s1)c1cc(=O)c2ccccc2o1,2065,1686
N#Cc1ccc(C(=O)Nc2nc(-c3cccs3)c(C(=O)C(F)(F)F)s2)cc1,1997,1796
O=c1cnnc(Nc2ccc(Cl)c(C(F)(F)F)c2)[nH]1,1726,1630
CCSc1nc(C)nc2c1oc1ccccc12,1985,1457
CC1CCCCC1NCC(=O)NCc1ccc(F)cc1 (centres undefined),1623,1647
CNS(=O)(=O)c1cc(OC)c(OC)cc1CC(=O)OC,1462,1446
Cc1sc(NC(=S)Nc2ccc(F)cc2)c(C(N)=O)c1C,2290,2013
O=C(CSc1nc(-c2ccccc2)cc(C(F)(F)F)n1)NCc1cccs1,1674,1598
CCN(CC)S(=O)(=O)c1cccc(C(=O)Nc2ccccc2C(=O)N2CCOCC2)c1,1988,1520
COc1ccc(NC(=O)COC(=O)Cc2ccc(-c3ccccc3)cc2)c(OC)c1,2147,1668
Cc1ccc2cc(CN(Cc3nnnn3Cc3ccco3)CC3CCCO3)c(=O)[nH]c2c1C (centres undefined),1869,1485
Cc1cc(C(=O)NNC(=O)CCN2CCN(c3ccccc3)CC2)c2ccccc2n1,1745,1527
O=C(NC1CC1)C1=C[C@H](c2ccc(C(F)(F)F)cc2)C[C@H](OCc2ccc(CO)cc2)O1,1698,1472
O=C(Cc1ccccc1)O/N=C1\CCCc2ccccc21,1909,1545
NS(=O)(=O)c1ccc(NC(=S)Nc2ccn(Cc3cccc4ccccc34)n2)cc1,1642,1558
COc1cccc(-c2ccc(C#N)c(SCC(=O)NCc3ccco3)n2)c1,2097,1969

# 16 entries from above, with bars between the fields:
Molecule | SRC1 TRFRET art | SRC3 TRFRET art
O=C(NNc1nc2c(F)cccc2s1)c1cc(=O)c2ccccc2o1 | 2065 | 1686
N#Cc1ccc(C(=O)Nc2nc(-c3cccs3)c(C(=O)C(F)(F)F)s2)cc1 | 1997 | 1796
O=c1cnnc(Nc2ccc(Cl)c(C(F)(F)F)c2)[nH]1 | 1726 | 1630
CCSc1nc(C)nc2c1oc1ccccc12 | 1985 | 1457
CC1CCCCC1NCC(=O)NCc1ccc(F)cc1 (centres undefined) | 1623 | 1647
CNS(=O)(=O)c1cc(OC)c(OC)cc1CC(=O)OC | 1462 | 1446
Cc1sc(NC(=S)Nc2ccc(F)cc2)c(C(N)=O)c1C | 2290 | 2013
O=C(CSc1nc(-c2ccccc2)cc(C(F)(F)F)n1)NCc1cccs1 | 1674 | 1598
CCN(CC)S(=O)(=O)c1cccc(C(=O)Nc2ccccc2C(=O)N2CCOCC2)c1 | 1988 | 1520
COc1ccc(NC(=O)COC(=O)Cc2ccc(-c3ccccc3)cc2)c(OC)c1 | 2147 | 1668
Cc1ccc2cc(CN(Cc3nnnn3Cc3ccco3)CC3CCCO3)c(=O)[nH]c2c1C (centres undefined) | 1869 | 1485
Cc1cc(C(=O)NNC(=O)CCN2CCN(c3ccccc3)CC2)c2ccccc2n1 | 1745 | 1527
O=C(NC1CC1)C1=C[C@H](c2ccc(C(F)(F)F)cc2)C[C@H](OCc2ccc(CO)cc2)O1 | 1698 | 1472
O=C(Cc1ccccc1)O/N=C1\CCCc2ccccc21 | 1909 | 1545
NS(=O)(=O)c1ccc(NC(=S)Nc2ccn(Cc3cccc4ccccc34)n2)cc1 | 1642 | 1558
COc1cccc(-c2ccc(C#N)c(SCC(=O)NCc3ccco3)n2)c1 | 2097 | 1969

# (next part)
SMILES,SRC1 TRFRET art,SRC3 TRFRET art
CCOC(=O)COc1ccc2c(C#N)c3ccccn3c2c1,1604,1546
O=C(Nc1ccccc1)c1ccc(Br)c(S(=O)(=O)Nc2cccnc2)c1,1468,1533
C/C(=N\NC(=O)COc1ccc(C(C)(C)C)cc1)c1cc2ccccc2o1,1832,1644
O=C1/C(=C\c2ccco2)CCC/C1=C\c1ccco1,1909,1551
FC(F)(F)c1cccc(Cc2noc(CN3CCCC3)n2)c1,1811,1672
O=C(Cc1ccc(Cl)cc1)N/N=C/c1ccccc1,1820,1760
CCOC(=O)CC(NC(=O)c1cccc2c1C(=O)N(Cc1cccnc1)C2)c1ccc(OC(C)C)cc1 (centres undefined),2012,1578
COc1cc(/C=C/C(=O)OCC(=O)Nc2ccc(C)cc2[N+](=O)[O-])ccc1O,2042,1635
CCOc1ccc(NC(=O)Nc2cc(OCC(F)(F)F)cc(OCC(F)(F)F)c2)cc1,1979,1655
Cc1cccc(OCC(=O)NNC(=O)c2cccs2)c1,1615,1589
C=CCN1C(=O)/C(=C\c2ccco2)C(C(=O)OC)=C1C,1962,1629
CCOC(=O)C1CCN(C(c2cc(OC)c(OC)c(OC)c2)c2sc3nc(C)nn3c2O)CC1 (centres undefined),1606,1314
CC(C)=CCN1CCN(Cc2ccc(C#CC(C)(C)O)s2)CC1CCO (centres undefined),1880,1245
COc1ccccc1N1CCN(CC(=O)N(CC(C)C)c2c(N)n(CC(C)C)c(=O)[nH]c2=O)CC1,1705,1461
CCOC(=O)c1c[nH]n(-c2ccccc2)c1=O,1980,1621
Cc1nc2ccccc2n1S(=O)(=O)c1ccc(Br)cc1,1667,1459
CCOC(=O)c1c(-c2ccc(F)cc2)csc1NC(=O)C1CC=CCC1C(=O)O (centres undefined),2110,1861
COc1ccc(-c2cc(C(=O)N3CCN(Cc4ccccc4)CC3)no2)cc1OC,1801,1391
CCOc1ccccc1Nc1nnc(SCC(=O)Nc2cccc(S(=O)(=O)NC3=NCCCCC3)c2)s1,1850,1671
CC(=O)OCCn1c(=O)c2cc3c(=O)n(CCOC(C)=O)c(=O)c3cc2c1=O,1798,1737
O=C(Cn1nc(-c2ccc(Cl)cc2)ccc1=O)NCCCN1CCN(Cc2ccccc2)CC1,1773,1480
CC(C)N1CC(O)=C(c2ccccc2)C1=N,2038,1619
CC(Oc1cc(Cl)ccc1Cl)C(=O)N/N=C\c1ccnn1C (centres undefined),1813,1541
O=C(CSc1ncccn1)NN=C1CCCCCC1,1800,1638
OCCOCCOc1cccc2[nH]ccc12,1726,1498

# More records:
SMILES,SRC1 TRFRET art,SRC3 TRFRET art
Cn1c(=S)[nH]c(=O)c2ncc(=O)[nH]c21,1712,1717
O=C1N=C(N2CCN(c3ccccc3)CC2)S/C1=C/c1cccs1,1646,1499
CC(Sc1cccc[n+]1[O-])C(=O)Nc1ccc([N+](=O)[O-])cc1Cl (centres undefined),1834,1675
CNC(=O)C12CC3CC(CC(Cl)(C3)C1)C2,1847,1455
Cc1ccc(OCC(=O)N2CCCC(CCC(=O)N(C)CCc3ccccn3)C2)cc1 (centres undefined),1790,1597
Cc1ccc(C(C(=O)NC(C)(C)C)N(Cc2cccnc2)C(=O)C(=O)NC2CCCCC2)o1 (centres undefined),1963,1833
O=C(C(=O)N1CCc2ccccc2C1)c1cn(CC(=O)N2CCOCC2)c2ccccc12,1586,1332
COc1ccc(NC(=O)CCCn2c(=O)c3sccc3n(Cc3cccc(C)c3)c2=O)cc1,1477,1673
O=C(CN(Cc1ccco1)C(=O)c1nsc(Cl)c1Cl)NC1CCCCC1,1786,1597
S=c1[nH]nc(COc2ccccc2)n1/N=C/c1cccnc1,1940,1743
Cc1ccc(C(NC(=O)C2CCCCC2)c2c(O)ccc3ccccc23)cc1 (centres undefined),1812,1472
COCCCNC(=O)CCSc1ccc(C)cc1,1748,1555
Nc1ccc(-c2ccc(N)c([N+](=O)[O-])c2)cc1[N+](=O)[O-],1973,1754
C#CC1(NC(=O)NC(C)C)CCCCC1,1895,1600
COc1ccc(-c2nnc(SCc3c(C)noc3C)o2)cc1,1680,1626
COc1cccc(NC(=S)N(CCCN2CCOCC2)C(C)c2cc3cccc(OC)c3o2)c1 (centres undefined),2038,1559
O=C(NC(=S)Nc1ccc(N2CCN(C(=O)c3ccccc3)CC2)cc1)c1cccs1,1556,1421
O=C(Nc1ccc(NC(=O)c2ccccc2)nc1)c1ccncc1,1701,1477
COC1=C/C(=C/c2c(N)n3cc(C)sc3nc2=O)C=CC1=O,1871,1685
CC(C)(C)c1nnc(NC(=O)c2ccc(Cl)nc2)s1,1710,1696
CC(C)CNC(=O)c1ccccc1NC(=O)/C=C/c1cccc([N+](=O)[O-])c1,2055,1425
COc1cccc(C(=O)NCC(=O)N/N=C/c2cn[nH]c2-c2ccccc2)c1,1856,1548
O=C(/C=C/c1ccco1)N1CCN(c2ncccn2)CC1,1772,1533
COCCn1cnnc1SCC(=O)Nc1cccc(S(=O)(=O)N(C)c2ccccc2)c1,1851,1664
S=C(c1ccc(Cl)cc1)N1CCN(Cc2ccccc2)CC1,1705,1428

# Additional records:
SMILES,SRC1 TRFRET art,SRC3 TRFRET art
CSc1nc(-c2ccccc2)nc(N2CCOCC2)c1C(C)=O,1726,1978
Cc1ccccc1C(CC(=O)c1cccs1)C(C#N)C#N (centres undefined),1941,1535
CC(C)Cn1c(N)c(C(=O)COC(=O)c2cc(-c3ccccc3)nc3ccccc23)c(=O)n(C)c1=O,1877,1442
CCn1c(SCc2ccccc2)nc2c(c1=O)SCC2,1472,1232
CC1(C)CC2CC(C)(CN2C(=S)Nc2ccccc2F)C1 (centres undefined),1891,1466
Cc1ccc(SCc2cc(=O)[nH]c(SCC(=O)Nc3cc(Cl)ccc3Cl)n2)cc1,1881,1543
O=C(OCC(=O)N1CCc2ccccc21)c1c2c(nc3ccccc13)CCCC2,1774,1417
O=C(NCC1CCCO1)c1cc(S(=O)(=O)Nc2ccc(Br)cc2)ccc1Cl (centres undefined),1524,1429
C=CCN1C(=O)/C(=C\c2ccc(Oc3nc(N4CCOCC4)nc(N4CCOCC4)n3)c(OC)c2)SC1=S,2001,1708
C/C(N)=C(/C#N)C(=O)CSc1nc2ccccc2c(=O)n1CCCOC(C)C,1910,1526
COc1ccc(-c2csc(-c3cccnc3)n2)cc1C,1780,1841
Cc1c(CN(C)C(=O)/C=C/c2ccc([N+](=O)[O-])cc2)cnn1C,1798,1798
Cc1c[n+](C)ccc1CC1C([N+](=O)[O-])=C[N-]c2ncnn21 (centres undefined),1782,1450
O=C(c1cc(-c2ccccc2)nc2ccccc12)N1CCc2ccccc2C1,1612,1599
CCCC(=O)Nc1nnc(SCC(=O)NCc2ccc3c(c2)OCO3)s1,1699,1643
Cc1cccc(N=C2NN=C(c3c[nH]c4ccccc34)CS2)c1,1834,1808
Cc1cc(C)nc(/N=C(\N)Nc2cccc([N+](=O)[O-])c2)n1,1865,1681
Cc1ccc(C2CC(C(F)(F)F)n3nc(C(=O)Nc4c(C)n(C)n(-c5ccccc5)c4=O)cc3N2)cc1 (centres undefined),1997,1521
Cc1ccccc1S(=O)(=O)Nc1ncnc2scc(-c3ccccc3)c12,1854,1437
COC(=O)c1c(O)cc(C(C)(C)C)n(-c2ccccc2)c1=O,2106,1845
CC(=O)c1ccc(Sc2nnnn2-c2ccccc2)c([N+](=O)[O-])c1,1834,1659
CC1(C)CC(=O)C2=C(C1)OC(N)=C(C#N)C2c1cccs1 (centres undefined),1761,1459
COc1ccccc1/C=C/C(=O)OCC(=O)Nc1ccccc1Sc1ccccc1,1683,1708
